Salmonella PhoP GFP: PhoP regulon inhibitors, Salmonella typhi PhoP promoter GFP reporter, confirmatory (AID 1850); 0.33% of 310,000 active; Salmonella Typhi PhoP-promoter GFP reporter, fluorescence, 4 h; higher % means a stronger effect; inhibition, % at 50 µM, or IC50 in µM where a hit was titrated; in the data active means a potency from the dose series; inconclusive means inhibition mostly from about 25% at the one dose, without a potency; inactive means the rest, 99 in 100 with inhibition below about 19%;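 further: 0% = induced wells with vehicle and 100% = uninduced wells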
M. tuberculosis: growth inhibition of non-replicating M. tuberculosis (AID 488890) | inhibition, % at 25 µM, or IC50 in µM where a hit was titrated | Mycobacterium tuberculosis non-replicating, growth inhibition; higher % means a stronger effect | 0.39% of 320,000 active; in the data active means a potency from the dose series; inconclusive means inhibition mostly from about 82% at the one dose, without a potency; inactive means the rest, 99 in 100 with inhibition below about 76%;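 further: plate controls were DMSO cells for no effect and high antibiotic wells for full effect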
M. tuberculosis HTS: M. tuberculosis growth inhibition, HTS (AID 449762); M. tuberculosis H37Rv growth inhibition, 7H9 media; higher % means a stronger effect; 0.59% of 330,000 active; inhibition, % at 25 µM; hits with a dose series show IC50 in µM; in the data active means a potency from the dose series; inconclusive means inhibition above about 70% without an active follow-up result;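 further: bacterial growth assessed after seven days of incubation; strong numbers were not always called active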
VEEV TC-83 Vero: inhibitors of VEEV TC-83 cytopathic effect, confirmation, Vero cells (AID 588727); inhibition, % at 20 µM, or IC50 in µM where a hit was titrated; 0.13% of 350,000 active; Vero cells, VEEV TC-83 cytopathic effect inhibition; higher % means a stronger effect; in the data active means a potency from the dose series; inconclusive means inhibition mostly from about 14% at the one dose, without a potency; inactive means the rest, 99 in 100 with inhibition below about 12%; further: strong numbers were not always called active
influenza NS1A: H1N1 influenza NS1A inhibitors, functional cell based assay (AID 504329); NS1A functional cell-based assay, percent inhibition; higher % means a stronger effect; one-dose inhibition, % at 12.5 µM; IC50 in µM for titrated hits; 0.3% of 340,000 active; in the data active means a potency from the dose series; inconclusive means inhibition above about 27% without an active follow-up result; further: strong numbers were not always called active
VEEV TC-83 Vero 10K pilot screen: recorded beside VEEV TC-83 Vero, whose call it bears; inhibition, %; measured here: 10K pilot screen inhibition
* hit, by the source's call; i = inactive; ? = inconclusive; / = no result given.

SMILES	Salmonella PhoP GFP	M. tuberculosis	M. tuberculosis HTS	VEEV TC-83 Vero	influenza NS1A	others
CC(C)CC[n+]1ccn(C2=C([O-])c3ccccc3C(=O)/C2=N\S(=O)(=O)c2ccccc2)c1	-2%	29%	-7%	1.4%	-14%
CCc1ccccc1OCC(=O)Nc1nc(-c2cccnc2)cs1	-25%	?	?	35%	-5%
COc1cc(C#N)ccc1OCC(=O)NCc1cccs1	-1%	3%	-1%	0.2%	2%
O=C(/C=C/c1ccccc1)N1CCN(c2ccc([N+](=O)[O-])c(N3CCOCC3)c2)CC1	15%	17%	?	3.5%	11%	VEEV TC-83 Vero 10K pilot screen=4.0
CC(=O)c1c(C)oc2ccc(N(C(=O)C3CCCCC3)S(=O)(=O)c3cc([N+](=O)[O-])ccc3C)cc12	16%	-7%	1%	6.3%	4%
CCOc1ccccc1-n1c(SCC(=O)NCc2ccco2)nnc1-c1ccncc1	-2%	3%	-10%	i	-9%
N#CC1=C(N)Oc2n[nH]c(-c3cccs3)c2C1C1CCCCC1 (stereo unspecified)	-2%	1%	0%	2.2%	2%
COc1ccc(S(=O)(=O)N(C)CC(=O)N2CCOCC2)cc1Cl	2%	-4%	-1%	1.0%	-3%
C=CCSc1nnc(-c2cccc3ccccc23)o1	/	6%	1%	i	?
N#C/C(=C(/O)c1ccc([N+](=O)[O-])s1)c1nc2ccccc2[nH]1	3%	24%	8%	7.8%	-3%
Cc1cc(C)n2nc(SCc3nc4ccccc4[nH]3)nc2n1	-4%	-5%	-6%	0.2%	7%
COc1cc(CO)c(Br)cc1OCC(N)=O	1%	-6%	5%	0.2%	-13%
COCc1cc(C(C)=O)ccc1OC	-5%	16%	-7%	5.7%	-11%
CCOC(=O)[C@H]1[C@H]2COc3cc(OC)ccc3[C@@H]2N2C(=O)CN(Cc3ccco3)C(=O)[C@@]12C	/	-8%	-3%	0.4%	16%
COc1ccc2oc(CS(=O)c3ccccc3)c(C(=O)O)c2c1 (stereo unspecified)	-8%	-9%	-8%	i	1%
Cc1ccc(S(=O)(=O)NCCC(=O)N2CCN(C/C=C/c3ccccc3)CC2)cc1	/	/	/	0.7%	1%
CCN(CC)CCNc1ncnc2c1[nH]c1ccc(OC)cc12	7%	-4%	-9%	/	/
Cc1ccc(/C=C2\Oc3cc(OC(=O)N4CCOCC4)ccc3C2=O)cc1	0%	22%	2%	5.4%	2%
COc1ccc(S(=O)(=O)N2CCOCC2)cc1NC(=O)/C=C/c1ccccc1	/	/	/	1.2%	-7%
Cc1ccc(S(=O)(=O)C(C#N)c2nc3ccccc3nc2N2CCN(C)CC2)cc1 (stereo unspecified)	-4%	-19%	-9%	7.2%	-1%
CCN(CC(=O)Nc1ccc(OC)cc1)C(=O)c1ccc([N+](=O)[O-])cc1	-5%	-5%	2%	i	4%
Cc1ccc(S(=O)(=O)N(C)CC(=O)N2CCC(C(N)=O)CC2)cc1	/	/	/	0.0%	7%
CCCCSc1nnc(CCNC(=O)OC(C)(C)C)o1	4%	79%	1%	i	-23%
O=S(=O)(c1ccccc1)c1nc(-c2ccco2)oc1NCc1ccccc1	10%	16%	0%	i	-7%
CN(C)c1ccc(CNc2ccc3c(c2)ncn3C)cc1	11%	12%	?	/	/
COc1ccccc1/C=N/n1cnnc1	-1%	3%	-9%	0.5%	-53%
CSc1ncc(CNc2cc([N+](=O)[O-])ccc2C)c(N)n1	-3%	71%	0%	i	4%	VEEV TC-83 Vero 10K pilot screen=0.3
COc1ccc(S(=O)(=O)N(Cc2cc3cc(C)ccc3[nH]c2=O)CC2CCCO2)cc1 (stereo unspecified)	-16%	30%	8%	1.4%	-4%
CCOc1ccc(NC(=O)CSc2nc(N3CCOCC3)nc(N3CCOCC3)n2)cc1	-1%	-8%	-1%	0.9%	-9%
Cc1ccc(Cn2nnc3c(=O)[nH]c(C(=O)NCc4ccco4)nc32)cc1	-10%	59%	11%	i	-5%
Cc1ccccc1Oc1cccc(C(=O)/C(C#N)=C/N(C)C)c1	-8%	/	-6%	2.1%	1%
CC(C)(C)N1C(=O)[C@H]2[C@@H](c3ccc(Br)cc3)N3C(=O)N(c4ccccc4)C(=O)[C@@]3(Cc3ccccc3)[C@H]2C1=O	2%	3%	4%	i	6%
O=c1oc2ccccc2c2c1SC(C(F)(F)F)C2 (stereo unspecified)	-14%	36%	-7%	1.1%	-7%
CN(CC(=O)NCCc1ccc(F)cc1)Cc1ccc(Br)cc1	10%	51%	6%	i	2%
CC(=O)c1cn(-c2ccc(Cl)cc2)c(=O)n(Cc2ccc(Br)cc2)c1=O	2%	-9%	-2%	1.2%	-2%
Fc1ccccc1CN1CCCC(NC2CCC2)C1 (stereo unspecified)	1%	-3%	-1%	2.5%	0%
Cc1[nH][nH]c(=O)c1N=Nc1ccccc1	0%	24%	-6%	5.8%	1%
Cc1ccc(-c2nnn(CC(=O)N(CC(=O)NC3CCCC3)c3ccc(F)c(Cl)c3)n2)o1	3%	1%	4%	6.4%	-12%
Cc1cc(C)n(C(N)=NC(=O)c2ccc([N+](=O)[O-])cc2)n1	1%	-16%	3%	1.3%	-6%
Cc1ccc(NC(=O)c2ccccc2SCC(=O)N2CCCC2)cc1S(=O)(=O)N(C)C	-4%	2%	-1%	6.8%	-13%
COC(=O)CN1C(=O)CSc2ncccc21	1%	-8%	0%	1.6%	5%
COc1cc(C(=S)N2CCCC2)ccc1O	2%	3%	1%	i	-3%
O=C(Nc1ccc(F)cc1F)NC1CCCc2ccccc21 (stereo unspecified)	-7%	4%	7%	3.5%	-3%
COc1ccc(N(CC(=O)NC2CCCCC2C)S(=O)(=O)c2c(C)nn(C)c2C)cc1 (stereo unspecified)	-8%	-20%	-9%	2.4%	4%
CCOC(=O)C1(CCCc2ccccc2)CCN(C2CCN(C(C)=O)CC2)CC1	14%	25%	8%	0.3%	15%
CCOC(=O)N1CCN(S(=O)(=O)c2ccc(OCC)c(C)c2)CC1	11%	13%	1%	i	-14%
CCOc1ccc(C2SCC(=O)Nc3c2c(=O)[nH]n3C2CCCCCC2)cc1 (stereo unspecified)	-4%	13%	-4%	0.6%	0%
CN1N=C(C(C)(C)C)CSC1=Nc1ccc(F)cc1	6%	-7%	-6%	5.7%	-1%
Fc1cccc(Cl)c1CSc1nnc2ccccn12	-9%	-6%	-1%	0.5%	-5%
O=C(Nc1ccc(-c2nc3ncccc3o2)cc1)c1ccc([N+](=O)[O-])o1	10%	?	?	14%	-4%

New compounds follow.
SMILES	Salmonella PhoP GFP	M. tuberculosis	M. tuberculosis HTS	VEEV TC-83 Vero	influenza NS1A	others
Cc1nnsc1C(=O)NC1CCCc2c1cnn2-c1ccc(C(C)(C)C)cc1 (stereo unspecified)	6%	?	?	3.5%	-8%
CC(=O)Nc1ccc(N/C=C/C(=O)c2ccccc2)cc1	-6%	10%	-1%	0.2%	-2%
Cc1cc(C)nc(NC(=O)c2ccc(Cl)c(Cl)c2)n1	0%	7%	-1%	1.2%	-3%
Cc1ccc(S(=O)(=O)NCC(=O)OC(C)C(=O)Nc2ncc(Cl)cc2Cl)cc1 (stereo unspecified)	0%	0%	-11%	i	-2%
O=C(COC(=O)c1c[nH]c(=O)[nH]c1=O)Nc1ccccc1	-8%	-22%	2%	1.4%	0%
CC(C)CNc1nc(Oc2ccc(=O)n(C)n2)nc(N2CCOCC2)n1	5%	4%	-6%	6.3%	5%
CCOC(=O)c1c(C(C)(C)C)oc2ccc(O)cc12	3%	-1%	7%	3.1%	11%
CC(C)c1nnc2n1N=C(c1ccc(Cl)cc1)CS2	-1%	32%	45%	0.5%	-2%
COc1ccc(Cl)cc1S(=O)(=O)NC(C)C(=O)NCc1cccnc1 (stereo unspecified)	-8%	/	-5%	i	-5%
Nc1nc(/C=C/c2cccnc2)nc(-c2ccccc2O)n1	-10%	12%	-1%	8.1%	-2%
O=C(NCCc1csc(-c2ccc(C(F)(F)F)cc2)n1)c1cccs1	1%	63%	5%	3.6%	4%
Cc1cc(C)nc(NC(=O)NC(=O)c2ccccc2)n1	-1%	3%	-2%	4.3%	-9%
Nc1ccccc1Oc1ccc2ccccc2c1	2%	63%	8%	i	2%
O=C(COC(=O)CCC(=O)c1ccc(F)cc1)NCCc1ccccc1	/	40%	0%	2.4%	-2%
COc1ccc(C2C(C#N)=C(N)OC3=C2C(=O)CC(C)(C)C3)cc1Cn1nc(C)c([N+](=O)[O-])c1C (stereo unspecified)	-8%	59%	-4%	0.9%	-2%
CC1=C(C(=O)OCc2ccccc2)C(c2ccc(Cl)cc2Cl)NC(=O)N1CCCC(=O)O (stereo unspecified)	7%	-1%	6%	i	10%

16 consecutive entries from above:
SMILES	Salmonella PhoP GFP	M. tuberculosis	M. tuberculosis HTS	VEEV TC-83 Vero	influenza NS1A	others
Cc1nnsc1C(=O)NC1CCCc2c1cnn2-c1ccc(C(C)(C)C)cc1 (stereo unspecified)	6%	?	?	3.5%	-8%
CC(=O)Nc1ccc(N/C=C/C(=O)c2ccccc2)cc1	-6%	10%	-1%	0.2%	-2%
Cc1cc(C)nc(NC(=O)c2ccc(Cl)c(Cl)c2)n1	0%	7%	-1%	1.2%	-3%
Cc1ccc(S(=O)(=O)NCC(=O)OC(C)C(=O)Nc2ncc(Cl)cc2Cl)cc1 (stereo unspecified)	0%	0%	-11%	i	-2%
O=C(COC(=O)c1c[nH]c(=O)[nH]c1=O)Nc1ccccc1	-8%	-22%	2%	1.4%	0%
CC(C)CNc1nc(Oc2ccc(=O)n(C)n2)nc(N2CCOCC2)n1	5%	4%	-6%	6.3%	5%
CCOC(=O)c1c(C(C)(C)C)oc2ccc(O)cc12	3%	-1%	7%	3.1%	11%
CC(C)c1nnc2n1N=C(c1ccc(Cl)cc1)CS2	-1%	32%	45%	0.5%	-2%
COc1ccc(Cl)cc1S(=O)(=O)NC(C)C(=O)NCc1cccnc1 (stereo unspecified)	-8%	/	-5%	i	-5%
Nc1nc(/C=C/c2cccnc2)nc(-c2ccccc2O)n1	-10%	12%	-1%	8.1%	-2%
O=C(NCCc1csc(-c2ccc(C(F)(F)F)cc2)n1)c1cccs1	1%	63%	5%	3.6%	4%
Cc1cc(C)nc(NC(=O)NC(=O)c2ccccc2)n1	-1%	3%	-2%	4.3%	-9%
Nc1ccccc1Oc1ccc2ccccc2c1	2%	63%	8%	i	2%
O=C(COC(=O)CCC(=O)c1ccc(F)cc1)NCCc1ccccc1	/	40%	0%	2.4%	-2%
COc1ccc(C2C(C#N)=C(N)OC3=C2C(=O)CC(C)(C)C3)cc1Cn1nc(C)c([N+](=O)[O-])c1C (stereo unspecified)	-8%	59%	-4%	0.9%	-2%
CC1=C(C(=O)OCc2ccccc2)C(c2ccc(Cl)cc2Cl)NC(=O)N1CCCC(=O)O (stereo unspecified)	7%	-1%	6%	i	10%
